Screening data: PubChem BioAssay, National Center for Advancing Translational Sciences (NCATS)
TDP1 cell CPT – qHTS for Inhibitors of human tyrosyl-DNA phosphodiesterase 1 (TDP1): qHTS in cells in presence of CPT. AID 686979, 2013. chicken DT40 Tdp1-/-;hTDP1 cells + 20 nM CPT, ATP luminescence, 48 h. Potency, µM (titrated, usually from 46.2 µM), inactives show at the top dose activity change, negative = growth inhibition, most hits filed as inhibitors. 420,000 tested, 12% active; further: nearly all actives have a fitted effect of over 55% in size
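Cell growth measured by CellTiter-Glo luminescence after a minimum 48 h, 37 C compound exposure with 20 nM CPT in Tdp1-knockout DT40 cells stably expressing hTDP1, seeded 400/well; qHTS titration format.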
N370S GC – qHTS Assay for Inhibitors and Activators of N370S glucocerebrosidase as a Potential Chaperone Treatment of Gaucher Disease. Lysosomal acid glucosylceramidase (Homo sapiens), P04062. N370S GC spleen homogenate, 4MU-glucoside fluorescence. Potency, µM (series often up to 59.4 µM), for inactives: at the highest dose activity change, negative = inhibition, hits mostly inhibitors. 330,000 tested, 0.092% active. AID 2101, 2009;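 further: 0% = full enzyme activity and -100% = no enzyme basal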
FEN1 inhibitor – qHTS Assay for the Inhibitors of Human Flap endonuclease 1 (FEN1) | P39748 | Recombinant FEN1 flap cleavage, fluorescence, 15 min | Potency, µM (series often up to 114 µM), for inactives: top-dose activity change, negative = inhibition, hits mostly inhibitors | 390,000 tested, 0.35% active | AID 588795, 2011; further: nearly all actives have a fitted effect of over 65% in size
Target sequence (P39748 whole entry, looked up): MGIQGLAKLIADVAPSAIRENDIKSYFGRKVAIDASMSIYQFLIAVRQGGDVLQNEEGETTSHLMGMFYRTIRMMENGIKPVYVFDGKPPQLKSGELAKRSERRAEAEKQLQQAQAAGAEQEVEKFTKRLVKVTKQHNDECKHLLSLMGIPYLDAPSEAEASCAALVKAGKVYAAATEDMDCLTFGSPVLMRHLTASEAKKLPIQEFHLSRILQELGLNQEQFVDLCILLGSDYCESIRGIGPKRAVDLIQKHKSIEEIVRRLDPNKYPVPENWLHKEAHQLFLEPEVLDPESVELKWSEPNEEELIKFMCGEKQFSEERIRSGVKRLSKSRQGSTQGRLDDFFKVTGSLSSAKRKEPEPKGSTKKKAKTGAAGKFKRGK
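Reaction started by adding substrate (50 nM final) to 10 nM enzyme after 15 min room-temperature compound preincubation. Reads at 0 and 15 min, with data normalized and fitted to a four-parameter Hill equation.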
* = called active by the depositor; ? = inconclusive; / = no result given; [ ] = another dose, or the depositor's remark. The call rests on the fitted dose curve; in most records, active means well fitted curve in the direction sought with a large enough effect; inconclusive means small, poorly fitted or top-dose-only effect, or another doubt; inactive means no such curve, though single readings can be large; an effect the other way counts as inactive or inconclusive. Unless noted, on the % scale 0 is the no-effect control and ±100 the full control effect; potency means the concentration at half of the fitted maximal effect. Not all compounds are listed; rates above refer to the full screens.

SMILES	TDP1 cell CPT	N370S GC	FEN1 inhibitor
COc1ccccc1N1CCN(C2CCCN(C(=O)c3snnc3C)C2)CC1 (stereo not drawn)	1.5%	-1.1%	21.0%
COc1ccccc1C(=O)NCCC(=O)Nc1ncccc1O	3.5%	-3.9%	-2.2%
Cc1ccc(S(=O)(=O)c2ccc(C)cc2)cc1	0.6%	17.1%	5.7%
Cc1ccccc1-c1nc(CS(=O)(=O)CC(=O)NCCN2CCCC2)c(C)o1	-3.3%	-16.3%	18.9%
CCN(CC)CCN(C(=O)c1ccc(CN2CCCCC2)o1)C(C(=O)NC1CCCCC1)c1ccc(F)cc1 (stereo not drawn)	?	-15.1%	13.7%
Cc1nn(-c2ccccc2)c(C)c1/C=N/NC(=O)c1ccc(F)cc1	-11.3%	/	-8.4%
O=C(CSCc1nc2ccccc2[nH]1)N1CCN(c2cccc(Cl)c2)CC1	23.1µM*	6.9%	?
COc1ccc(Cl)cc1N1C(=NC(=O)C2CCCCC2)SC2CS(=O)(=O)CC21 (stereo not drawn)	-11.5%	-11.7%	-0.9%
CC(C)Oc1ccc(N2CC(C(=O)Nc3ccc4c(c3)OCO4)CC2=O)cc1 (stereo not drawn)	-1.5%	4.4%	-7.2%
Cc1c(OCC(=O)NC(Cc2ccc(Cl)cc2)C(=O)O)ccc2c(-c3ccccc3)cc(=O)oc12 (stereo not drawn)	24.1%	5.8%	?
O=C(Nc1ccc(Cl)cc1)C1C2C=CC3(O2)C1C(=O)N(CCCN1CCCCC1)C3C(=O)NC1CCCCC1 (stereo not drawn)	-18.8%	2.3%	13.1%
O=C(N/N=C/c1ccncc1)c1ccncc1	-4.0%	/	-16.2%
CC(=O)c1ccc(S(=O)(=O)N2CCCC(N(C)CCc3ccccn3)C2)cc1 (stereo not drawn)	-5.4%	-22.0%	-7.5%
CCC1(C)Cc2c(sc3nnn(CC(=O)Nc4ccccc4C)c(=O)c23)CO1 (stereo not drawn)	?	-4.0%	-6.2%
O=C(NCCNC(=O)c1ccco1)c1ccco1	7.5%	-4.3%	-11.2%

As a working copy, part of the list above.
SMILES	TDP1 cell CPT	N370S GC	FEN1 inhibitor
CCC1(C)Cc2c(sc3nnn(CC(=O)Nc4ccccc4C)c(=O)c23)CO1 (stereo not drawn)	?	-4.0%	-6.2%
O=C(NCCNC(=O)c1ccco1)c1ccco1	7.5%	-4.3%	-11.2%

Only FEN1 inhibitor, for two of the compounds above:
mol | FEN1 inhibitor
CC(C)Oc1ccc(N2CC(C(=O)Nc3ccc4c(c3)OCO4)CC2=O)cc1 (stereo not drawn) | -7.2%
Cc1c(OCC(=O)NC(Cc2ccc(Cl)cc2)C(=O)O)ccc2c(-c3ccccc3)cc(=O)oc12 (stereo not drawn) | ?

Further results.
SMILES	TDP1 cell CPT	N370S GC	FEN1 inhibitor
COc1ccc(C)cc1S(=O)(=O)NCC(c1ccco1)N1CCc2ccccc2C1 (stereo not drawn)	29.1µM*	-0.2%	-12.1%
FC(F)(F)c1cccc(NC(=S)Nc2cccc(NC(=S)Nc3cccc(C(F)(F)F)c3)n2)c1	29.1µM*	?	?
COC(=O)c1cc(S(=O)(=O)N2CCN(c3cccc(C)c3C)CC2)c[nH]1	?	-18.5%	-26.4%
N#C/C(=N\Nc1ccc(Cl)cc1)C(=O)c1ccccc1	9.2µM*	3.8%	-5.3%
Cc1ccc(NC(=S)NNc2ncc(C(F)(F)F)cc2Cl)c(C)c1	?	5.2%	-3.9%
CN(C)CCNC(=O)CN1C(=O)CCn2nc(-c3cn(C)c4ccccc34)cc21	-13.3%	/	9.7%
CCC(=O)Nc1cc(C)c(NC(=O)CCc2ccccc2)cn1	-7.3%	13.2%	1.7%
COc1ccc(NS(=O)(=O)c2cc(NC(=O)CC(C)(C)C)ccc2N2CCCC2)cc1	-25.5%	/	7.0%
O=C(CCN1C(=O)/C(=C/c2ccccc2)SC1=S)NCCCN1CCOCC1	?	-10.5%	-3.5%
Nc1cc(=O)[nH]c(SCC(=O)Nc2cccc(Cl)c2)n1	-9.0%	4.1%	9.4%
COc1cccc(Cc2nc3ccccc3nc2SCC(=O)N2CCCCC2C)c1 (stereo not drawn)	?	/	-19.5%
CCC(SCC(=O)OC)C(=O)Nc1nnc(C(C)C)s1 (stereo not drawn)	-0.4%	3.2%	10.0%
CCCn1cc(S(=O)(=O)c2ccc(CC)cc2)c(=O)c2cc(F)c(N(CC)CC)cc21	8.2µM*	/	-5.2%
Cc1cc(NC(=O)CS(=O)(=O)c2cn(Cc3cccc(F)c3)c3ccccc23)no1	?	-9.2%	-18.6%
CC(C)(C)NC(=O)Cn1nnc(-c2ccccc2NC(=O)c2ccco2)n1	?	/	4.7%

Individual results from the results shown.
Under FEN1 inhibitor, CCN(CC)CCN(C(=O)c1ccc(CN2CCCCC2)o1)C(C(=O)NC1CCCCC1)c1ccc(F)cc1 (stereo not drawn) shows 13.7%
Under TDP1 cell CPT, O=C(CSCc1nc2ccccc2[nH]1)N1CCN(c2cccc(Cl)c2)CC1 shows 23.1µM*

More records follow:
SMILES	TDP1 cell CPT	N370S GC	FEN1 inhibitor
C[C@H](CO)N1C[C@H](C)[C@@H](CN(C)S(=O)(=O)c2ccc(F)cc2)Oc2ccc(NS(=O)(=O)c3ccc(F)cc3)cc2C1=O	-10.8%	/	-5.3%
CCOC(=O)C(CCCCC(NC(C)=O)(C(=O)OCC)C(=O)OCC)(NC(C)=O)C(=O)OCC	15.6%	-7.0%	5.8%
Cc1ccn2c(Nc3ccccc3C)c(-c3ccccc3)nc2c1	20.6µM*	/	0.7%
Cc1ccc(SCCC(=O)OCC(=O)NCC2CCCCC2)cc1	-7.5%	4.7%	-15.2%
Cc1cc(C)cc(-n2c(SCC(=O)Nc3ccc4c(c3)OCO4)nc3c([nH]c4ccccc43)c2=O)c1	-11.2%	/	14.8%
Cc1nc(COc2cccc(Cl)c2)sc1C(=O)/C=C/N(C)C	-0.1%	3.5%	-11.9%
O=C(NN1CCOCC1)c1ccc(Cl)cc1Cl	16.6%	/	-8.2%
Cn1cc(/C=N/NC(N)=S)c2ccccc21	13µM*	2.5%	1.3%
Cc1ccc(-n2ncc3c2CCCC3NC(=O)c2ccoc2)cc1C (stereo not drawn)	?	-12.5%	10.5%
CC(C)(C)C(=O)Nc1ccc(NC(=O)C(C)(C)C)cc1	-24.7%	3.9%	19.7%
C=CCn1cc(Cl)c(=O)n(CC=C)c1=O	2.2%	2.8%	-6.6%
Cc1ccc(S(=O)(=O)NCc2ccccc2)cc1C(=O)N(C)Cc1ccc(F)cc1	?	-3.3%	-21.8%
Cc1cccc(N2CCN(S(=O)(=O)c3cc4c(cc3Cl)NC(=O)CO4)CC2)c1C	?	-6.8%	35.0%[activator]
N=c1c(C(=O)NCc2ccccc2)cc2c(=O)n3ccccc3nc2n1CCCN1CCOCC1	-2.9%	-24.8%	-4.1%
O=C1CCCc2c1[nH]c1c(Br)cccc21	-16.0%	10.2%	6.7%
CC(C)c1ccccc1NC(=O)CNC(C)c1ccc(F)cc1 (stereo not drawn)	-26.2%	0.7%	3.0%
Cn1cc(NC(=O)OCc2ccc(Cl)cc2)c(C(F)(F)F)n1	?	6.9%	5.6%
O=C(Nc1cccc(C(F)(F)F)c1)c1cc2nc(-c3ccccc3)cc(C(F)(F)F)n2n1	-5.2%	/	-10.9%
Cc1cc(CNC(=O)C2CCC(=O)N(CCc3cccc(F)c3)C2)nn1C (stereo not drawn)	-9.5%	3.6%	10.2%
Cc1cccc(N2CCN(C(=O)c3ccc4c(c3)c(C)c(C)n4C)CC2)c1C	-20.4%	/	2.5%
N#Cc1nc(-c2ccco2)oc1NCc1ccco1	?	3.6%	4.6%
O=C(c1cn(CC2CCCCC2)nn1)N1CCN(c2ccc(F)cc2)CC1	?	18.7%	9.8%
O=C1CC(N2CCSCC2)C(=O)N1c1ccc(Br)cc1 (stereo not drawn)	1.6%	-5.0%	-5.3%
COC(=O)[C@@]1(Cc2ccccc2)[C@H]2C(=O)N(C)C(=O)[C@H]2[C@H]2CN=C(SCc3ccc(C#N)cc3)N21	?	/	10.1%
O=C(O)c1cc(NC(=O)c2ccc([N+](=O)[O-])cc2)cc(NC(=O)c2ccc([N+](=O)[O-])cc2)c1	20.2%	-7.4%	?
Cc1nc(SCC(=O)NCC2COc3ccccc3O2)c2c(C)c(C)sc2n1 (stereo not drawn)	-2.2%	3.6%	-12.8%
O=C1CC(c2nc(-c3cccc(Cl)c3)no2)CN1c1ccc2c(c1)OCCO2 (stereo not drawn)	-12.5%	/	4.1%
COc1ccc(/C=N/NC(=O)CCn2nc(C)cc2C)cc1O	0.3%	2.2%	-15.0%
CC(C)C(=O)Nc1ccc2oc(-c3cc(F)c(F)cc3Cl)nc2c1	?	17.5%	7.2%
CCOC(=O)C1CCN(C(=O)CCNS(=O)(=O)c2cc(Br)cnc2N)CC1	-8.6%	-1.3%	2.1%
CCC1(c2ccccc2)NC(=O)N(CC(=O)Nc2ccc(S(N)(=O)=O)cc2)C1=O (stereo not drawn)	5.6%	-0.9%	1.3%
CCN(Cc1cc2cc(C)ccc2[nH]c1=O)S(=O)(=O)c1ccccc1	?	26.7%	-3.6%
COc1cc(NC(=O)COC(=O)CNS(=O)(=O)c2ccc(F)c(F)c2F)cc(OC)c1	-1.6%	-4.7%	-3.4%
N#Cc1c(-c2ccc(Cl)cc2)c(-c2ccc(Cl)cc2)nn(CCOC(=O)CCC(=O)O)c1=O	10.3µM*	/	1.1%
CCOC(=O)C(=O)Nc1sc(C(=O)N(CC)CC)c(C)c1C#N	-16.2%	-6.4%	1.4%
O=C(CN1CCN(c2ncccn2)CC1)N1CCc2ccccc21	-4.4%	2.3%	17.6%
O=C(NCCCNC(=O)c1cnccn1)c1ccc(Cl)c(Cl)c1	9.2%	-6.5%	-7.4%
O=C1NC(c2ccc3c(c2)OCO3)Nc2ccccc21 (stereo not drawn)	23.1µM*	7.6%	0.9%
O=C(Nc1ccc2oc(-c3cc(Br)ccc3Cl)nc2c1)c1ccc2ccccc2c1	16.4µM*	/	-17.3%
Cc1nnsc1Sc1cccc(C(F)(F)F)c1	-2.7%	-1.1%	7.3%
CCCc1cc(=O)[nH]c(SCC(=O)N2CCN(S(=O)(=O)c3ccc(Cl)cc3)CC2)n1	-7.9%	1.6%	10.5%
Cc1ccc(C(=O)NC(C)c2ccc(S(N)(=O)=O)cc2)s1 (stereo not drawn)	23.4%	-4.3%	-19.9%
C#CCNc1ccc([N+](=O)[O-])cc1	12.8%	-8.2%	9.2%
N#Cc1c(/N=C/c2cccs2)sc2c1CCC2	-16.4%	19.9%	-21.6%
COc1ccccc1N(C(C)=O)c1nc(C)cc(C)c1C#N	7.6%	0.3%	-4.7%

Of the compounds above, 3 have a tert-butyl group:
SMILES	TDP1 cell CPT	N370S GC	FEN1 inhibitor
COc1ccc(NS(=O)(=O)c2cc(NC(=O)CC(C)(C)C)ccc2N2CCCC2)cc1	-25.5%	/	7.0%
CC(C)(C)NC(=O)Cn1nnc(-c2ccccc2NC(=O)c2ccco2)n1	?	/	4.7%
CC(C)(C)C(=O)Nc1ccc(NC(=O)C(C)(C)C)cc1	-24.7%	3.9%	19.7%

(cont.)
SMILES	TDP1 cell CPT	N370S GC	FEN1 inhibitor
Cc1ccccc1OCc1n[nH]c(=S)n1Cc1ccccc1	3.9%	3.1%	-1.4%
CN1CC(c2ccc(C#N)cc2)C2(COc3ccccc3C2=O)C12C(=O)Nc1ccccc12 (stereo not drawn)	-12.7%	-22.3%	?
CCc1ccc(C(=O)c2cn(CC(=O)Nc3ccc4c(c3)OCO4)c3ccc(CC)cc3c2=O)cc1	-3.6%	/	3.2%
COc1cccc(CNc2ncnc3c2nnn3C)c1	?	/	12.9%
CC(C)Cn1cnc2c(c(-c3ccccc3)c(-c3ccccc3)n2Cc2ccco2)c1=N	20.6µM*	-18.8%	-9.7%
COc1cc2c(cc1OC)/C(=C/C(=O)c1ccc(F)cc1)NCC2	?	-1.0%	2.8%
C=CCNS(=O)(=O)c1ccc(OCC(=O)OCC)cc1	-15.2%	-6.3%	-3.3%
CSCCC(NC(=O)c1ccccc1)C(=O)N1CCN(C(C)=O)CC1 (stereo not drawn)	-2.7%	/	-1.3%
CCn1c(SCc2ccccc2Cl)nc2ccccc21	-23.8%	11.5%	-9.6%
CC1(C(=O)NC2CCCCCC2)CCC(=O)N1Cc1ccc2c(c1)OCO2 (stereo not drawn)	-14.1%	4.8%	0.6%
CCOC(=O)c1c(C)n(CCO)c2ccc(O)cc12	-8.2%	-5.4%	7.9%
Cc1ccc2[nH]cc(CCNC(=O)c3cccnc3)c2c1	-11.2%	5.8%	1.3%
Cc1ccc(NC(=O)c2sc3nc(N)c(C#N)cc3c2N)cc1	-7.7%	5.7%	-7.0%
NS(=O)(=O)c1ccc(CNC(=O)/C=C/c2ccccc2[N+](=O)[O-])cc1	-7.9%	-10.3%	-13.1%
Cc1cccc(N2C(=O)CN=C2Nc2nc(C)cc(C)n2)c1	-15.8%	-6.4%	-2.7%
